SIRT5 inh: sirtuin-5 (human) deacylase inhibition | Purified SirT5, succinyl-peptide AMC, trypsin-coupled fluorescence | Q9NXA8 | 330,000 compounds, 1.1% hits | AID 652115 | inhibition, % at 15 µM; in the data active = inhibition above about 15%; inconclusive = no clear call, values can overlap the other calls
Target sequence (Q9NXA8 whole entry, looked up): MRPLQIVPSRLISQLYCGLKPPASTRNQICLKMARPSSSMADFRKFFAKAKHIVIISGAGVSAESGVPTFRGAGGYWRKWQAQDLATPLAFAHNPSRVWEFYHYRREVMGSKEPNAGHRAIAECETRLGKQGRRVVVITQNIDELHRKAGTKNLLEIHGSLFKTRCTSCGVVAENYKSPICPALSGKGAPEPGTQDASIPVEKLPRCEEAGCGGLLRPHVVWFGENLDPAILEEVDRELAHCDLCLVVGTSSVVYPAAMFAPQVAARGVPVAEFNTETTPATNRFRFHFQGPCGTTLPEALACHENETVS
esBAF inh: inhibitors of esBAF chromatin remodeling in mouse ES cells; Bmi1-luciferase knock-in reporter, 24 h; 100% = twice the neutral-well signal; reporter increase, % at 12.5 µM; 350,000 compounds, 2% hits; AID 602393; in the data active = activation above about 40%; inconclusive = no clear call, values can overlap the other calls;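 note: 0% = median of the plate's neutral control wells and 100% = double that signal; a rise in the Bmi1 reporter signal indicates esBAF inhibition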
C2C12 statin: suppressors of simvastatin-induced myotoxicity in C2C12 myotubes | ATP luminescence, 48 h; scaled: DMSO 0, geranylgeraniol control 100 | rescue of ATP level, % at 7.49 µM | 330,000 compounds, 0.78% hits | AID 602340;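 active = mean ATP rescue above about 67%, or every replicate alone reaching that limit, limit read from the data, passing the limit was not always enough; inconclusive = no clear call, values can overlap the other calls; inactive = mean under the limit and some replicate under it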;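 note: myotubes were challenged with 10 µM simvastatin during compound exposure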
miR-122 sensor: inhibitors of miR-122 in Huh7 cells. Huh7 miR-122 Renilla luciferase sensor, 48 h; neutral wells = 0, positive control = 100. activation (reporter increase), % at 12.5 µM. 340,000 compounds, 0.3% hits;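 active = mean replicate activation score at least 90 and every replicate individually at or above 90; inconclusive = only one of the two criteria met; inactive = neither criterion met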;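 note: higher luciferase means less miR-122 activity so hits act as miR-122 inhibitors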
ARNT-TACC3 inh: disruptors of human ARNT/TACC3 interaction; Q9Y6A5; AlphaScreen His-ARNT PAS-B/GST-TACC3 binding, luminescence; TACC3 fragment carries E629A point mutation; inhibition, % at 9.99 µM; 390,000 compounds, 0.66% hits; AID 623870;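 active = mean inhibition of replicates at least 50% and at least half of replicates each reaching 50%; inconclusive = half or more replicates reach 50% but mean below 50%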;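 note: 0% = complete ARNT plus TACC3 wells and 100% = ARNT alone without TACC3; many hits fall short of the cut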
ERp5 inh: blocks human ERp5 reductase activity on insulin; Q15084; 350,000 compounds, 0.05% hits; AID 651711; inhibition, % at 9.99 µM; ERp5 insulin aggregation, absorbance 650 nm, 90 min;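 active = mean replicate inhibition above about 25%, with every replicate also reaching it, limit read from the data, passing the limit was not always enough; inconclusive = only one of those two criteria met; inactive = neither criterion met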
Target sequence (Q15084 whole entry, looked up): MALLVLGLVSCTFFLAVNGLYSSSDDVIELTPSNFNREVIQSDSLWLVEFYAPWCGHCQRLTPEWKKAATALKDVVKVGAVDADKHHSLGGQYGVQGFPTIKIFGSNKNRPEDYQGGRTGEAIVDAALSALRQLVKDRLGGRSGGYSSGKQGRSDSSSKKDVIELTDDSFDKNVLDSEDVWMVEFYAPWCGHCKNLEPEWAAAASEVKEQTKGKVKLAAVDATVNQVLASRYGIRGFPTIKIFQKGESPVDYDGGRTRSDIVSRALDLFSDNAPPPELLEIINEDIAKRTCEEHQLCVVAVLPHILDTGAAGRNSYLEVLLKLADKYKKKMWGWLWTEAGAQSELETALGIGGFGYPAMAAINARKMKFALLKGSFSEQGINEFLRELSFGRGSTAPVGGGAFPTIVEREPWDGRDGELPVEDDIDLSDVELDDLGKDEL
Cneo AK release: Cryptococcus neoformans lysis via adenylate kinase release; C. neoformans lysis, adenylate kinase release luminescence, 4 h; normalised: neutral wells 0, clomiphene wells 100; lysis activity, % at 15 µM; 360,000 compounds, 0.2% hits;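 active = mean lysis activity across replicates of at least 80%, whatever share of replicates individually reach that level; inactive = mean lysis activity below 80%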
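Material: C. neoformans cells | Amount: Yeast cell density of 5 × 10^6 cells/mL | Medium: Fresh YPD growth medium | Dosing: Single dose | Times: Static 4 h at 37 °C with compound, 1 h detection | Detection: AK luminescence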
* marks the source's active call; other numbers are inactive results; ? = inconclusive; · = not tested or not shown; [ ] = another dose, or the depositor's remark. Rows were taken by chance, and some 4% of all compounds hit somewhere here.

SMILES	SIRT5 inh	esBAF inh	C2C12 statin	miR-122 sensor	ARNT-TACC3 inh	ERp5 inh	Cneo AK release
C[C@@H]1CN([C@H](C)CO)C(=O)c2cccc(NC(=O)C3CCCCC3)c2O[C@H]1CN(C)C(=O)Nc1ccc(F)cc1	-5	0	26	-7[16.7 µM]	-12	3	15
Cc1ccc(F)c(S(=O)(=O)NC(=O)C2(C)CCN2C(=O)c2ccccc2)c1 (configuration not stated)	3	0	8	-3	·	7	0
C[C@H](CO)N1C[C@H](C)[C@@H](CN(C)S(=O)(=O)c2ccc(Cl)cc2)OCCCC[C@H](C)Oc2ccc(NC(=O)C3CCCCC3)cc2C1=O	-3	7	·	-5[16.7 µM]	-7	-1	-2
COc1ccc(C2C(C(=O)c3cccs3)=C(O)C(=O)N2c2cccc(C)n2)cc1 (configuration not stated)	1	·	·	·	2	3	·
COc1cc(Cl)c(S(=O)(=O)N2CCCC2)cc1Cl	-4	·	·	·	-16	1	·
Oc1c(C(c2ccccc2)N2CCCCC2)ccc2ccccc12 (configuration not stated)	-6	·	·	·	·	-2	-1
O=C(C[C@@H]1CC[C@@H]2[C@H](COC[C@H](O)CN2S(=O)(=O)c2ccc(Cl)cc2)O1)N[C@H]1CCN(Cc2ccccc2)C1	-3	-1	-9	3[16.7 µM]	5	2	0
COc1ccc(CCN2CC(C(=O)N(C)CC(=O)Nc3ccc(F)c(F)c3F)CC2=O)cc1OC (configuration not stated)	-2	-6	0	·	·	10	-1
CCn1cnc2c(NCCc3cccnc3)nc(C#N)nc21	·	·	·	2	-5	2	1
CCC1(COC(=O)Nc2cccc(Cl)c2)COC1	·	30	0	7	1	·	0
COc1ccc(C2c3[nH]c4ccccc4c3CCN2CCCn2cccn2)cc1C (configuration not stated)	-1	·	·	·	3	6	·
CCc1nccn1CCC(=O)N1CCCC(N2CCN(c3cccc(Cl)c3)CC2)C1 (configuration not stated)	-9	·	·	·	-5	3	1
CCOC(=O)c1c(C)[nH]c(=S)c(C#N)c1-c1ccc(OC)cc1	·	-6	-21	-6	-9	·	-4
O=C(NCc1ccccc1)c1ccc(CN(c2ccccn2)S(=O)(=O)c2ccccc2)cc1	·	3	7	34	5	·	3
Cc1ccc(S(=O)(=O)Nc2ccc3c(c2)CC(=O)N([C@@H](C)CO)C[C@@H](C)[C@H](CN(C)Cc2ccccc2)O3)cc1	1	4	14	0[16.7 µM]	2	1	2
O=C1CCCc2cc(S(=O)(=O)N3CCC(C(=O)NCc4ccccc4)CC3)ccc2N1	1	-3	-20	-1	16	1	3
COc1ccc(C(=O)N2CCOC2CNC(=O)C(=O)NCCc2ccc(OC)c(OC)c2)cc1 (configuration not stated)	-1	-3	5	-4	-4	1	3
Clc1ccc(-c2nnc(SCc3nc4ccccc4[nH]3)o2)c(Cl)c1	·	7	·	-1	-9	·	4
O=C(COC(=O)COc1ccc(Cl)cc1Cl)Nc1cccnc1Cl	-2	·	·	·	-5	7	·
CN(C)CCCNC(=O)C[C@@H]1CC[C@H]2[C@@H](COc3ccc(NC(=O)NC4CCCC4)cc3C(=O)N2C)O1	0	14	-8	42[16.7 µM]	-11	4	-5

The final two records of the part above are carried over, then new ones follow:
SMILES	SIRT5 inh	esBAF inh	C2C12 statin	miR-122 sensor	ARNT-TACC3 inh	ERp5 inh	Cneo AK release
O=C(COC(=O)COc1ccc(Cl)cc1Cl)Nc1cccnc1Cl	-2	·	·	·	-5	7	·
CN(C)CCCNC(=O)C[C@@H]1CC[C@H]2[C@@H](COc3ccc(NC(=O)NC4CCCC4)cc3C(=O)N2C)O1	0	14	-8	42[16.7 µM]	-11	4	-5
CC1CCCCC12NC(=O)N(CC(=O)c1ccc3c(c1)OCO3)C2=O (configuration not stated)	-3	7	-17	·	·	1	·
COCC(=O)Nc1ccc2c(c1)[C@@H]1C[C@@H](CC(=O)NC3CCCC3)O[C@H](CO)[C@@H]1O2	-1	2	6	2[16.7 µM]	-1	-2	4
CCn1c(C)nc2cc(C(=O)NNC(=S)Nc3ccc(C)cc3)ccc21	-7	-9	-18	-25	3	2	-1
N=c1c2c3c(sc2nc2n1CCCCC2)CCCC3	·	24	23	4	2	·	0
Cc1ccc(NC(=O)CC2C(=O)NCCN2C(=S)Nc2ccccc2)c(C)c1 (configuration not stated)	·	·	·	3	1	·	1
CN(NC1OC(=O)c2ccccc21)c1ncc(C(F)(F)F)cc1Cl (configuration not stated)	-4	12	-1	21	2	-6	20
CC(C)CCNC(=O)NC(=O)COC(=O)/C=C/c1cnc2ccccc2n1	·	-1	-11	0	-3	·	0
CC(O)(C#CCN1CCCCC1)c1ccccc1 (configuration not stated)	·	-3	5	-6	-4	·	-2
CC1CC(C(F)(F)C(F)(F)F)n2nc(C(=O)O)cc2N1 (configuration not stated)	·	-6	-5	-2	19	·	-3
O=C(Cc1cccc(NC(=O)C2CCN(S(=O)(=O)c3cccc([N+](=O)[O-])c3)CC2)c1)Nc1cccc(C(=O)N2CCCCC2)c1	-2	2	5	·	1	2	0
Cc1ccc(C(=O)OCC(=O)NC(=O)c2cccn2C)cc1	2	1	2	-8	-2	4	-1
COc1cc(/C=C/C(=O)O)cc(S(=O)(=O)NCCO)c1OC	·	-5	-1	10	-7	·	-4
COc1ccc(OC)c(/C=N/NC(=O)CN2CCSCC2)c1	·	·	·	-8	-3	·	-4
COc1ccc(C=O)cc1OC(=O)N1CCOCC1	-4	-5	4	·	-1	0	·
O=C(CN1C(=O)S/C(=C\c2ccc(F)cc2)C1=O)Nc1cccc(S(=O)(=O)NCc2ccco2)c1	-7	3	?	38	1	5	·
CCn1c(=O)c(C(=O)Nn2c(C)nc3ccccc3c2=O)c(O)c2ccccc21	·	-7	2	2	8	·	3
COc1ncc(-c2ccc3c(c2)S(=O)(=O)c2cccc(C(=O)O)c2C3=O)cn1	·	-2	4	-6	2	5	-2
COc1ccc(Br)cc1CNC(=O)CCN1C(=O)COc2ccccc21	-5	-5	14	·	0	-1	-1
CC(C)C[C@H]1C(=O)N2CCC[C@H]2[C@]2(O)O[C@](NC(=O)C3C=C4c5cccc6[nH]c(Br)c(c56)C[C@H]4N(C)C3)(C(C)C)C(=O)N12 (some centres not stated)	-6	4	1	-10	3	2	0
COC(=O)CN1C(=S)N(c2ccc(F)cc2)C(=O)C1CC(=O)Nc1ccc(F)cc1 (configuration not stated)	-8	·	·	8	-4	4	7
CN1CCN(C(=O)C[C@@H]2CC[C@H]3[C@@H](COC[C@@H](O)CN3C(=O)Cc3ccccc3)O2)CC1	1	-7	-18	-2[16.7 µM]	-1	-3	0
CCOc1ccc(N(CC(=O)NC2CCCCC2)C(=O)CCC(=O)Nc2nc(C)cs2)cc1	0	-20	53	7	-1	-2	3
C[C@H]1CN([C@@H](C)CO)C(=O)Cc2cc(NC(=O)Nc3ccc4c(c3)OCO4)ccc2O[C@@H]1CN(C)Cc1ccc(-c2ccccc2)cc1	0	4	76*	-13[16.7 µM]	-3	-4	-1
Cc1nc2c(C)cccn2c1/C(O)=C1\C(=O)C(=O)N(CCN(C)C)C1c1cccs1 (configuration not stated)	0	·	·	2	5	0	-1
COc1ccccc1C1=CC(=O)C[C@H](c2ccc(F)cc2)C1	8	-2	6	0	-12	3	0
COc1ccccc1-c1cnc2c(c1)C(=O)N([C@H](C)CO)C[C@H](C)[C@H](CN(C)C(=O)CN(C)C)O2	-1	-4	-6	-2[16.7 µM]	-8	-2	-4
O=C(C[C@H]1C/C=C\CC[C@@H](Cc2ccc(F)cc2)C(=O)OC[C@H]2CCCN2C1=O)N[C@H](CO)Cc1ccccc1	-2	3	-2	-8	3	2	-1
Cc1ccc2c(c1)S/C(=C/c1ccc[n+](CCO)c1)N2C	3	-30	-98	·	-7	11	0
O=C(C[C@@H]1C[C@H]2c3cc(NC(=O)c4ccc5c(c4)OCO5)ccc3O[C@H]2[C@H](CO)O1)NCc1cccc(F)c1	2	20	3	-4[16.7 µM]	1	-5	-17
O=C(O)CC(CNS(=O)(=O)c1cccc2nsnc12)c1ccccc1 (configuration not stated)	1	·	·	-9	-1	-1	-1

Some of these compounds in order of SMILES length, smallest number first.
SMILES	SIRT5 inh	esBAF inh	C2C12 statin	miR-122 sensor	ARNT-TACC3 inh	ERp5 inh	Cneo AK release
CCC1(COC(=O)Nc2cccc(Cl)c2)COC1	·	30	0	7	1	·	0
COc1cc(Cl)c(S(=O)(=O)N2CCCC2)cc1Cl	-4	·	·	·	-16	1	·
Oc1c(C(c2ccccc2)N2CCCCC2)ccc2ccccc12 (configuration not stated)	-6	·	·	·	·	-2	-1
Cc1ccc(C(=O)OCC(=O)NC(=O)c2cccn2C)cc1	2	1	2	-8	-2	4	-1
O=C(COC(=O)COc1ccc(Cl)cc1Cl)Nc1cccnc1Cl	-2	·	·	·	-5	7	·
COc1ccccc1C1=CC(=O)C[C@H](c2ccc(F)cc2)C1	8	-2	6	0	-12	3	0
O=C(O)CC(CNS(=O)(=O)c1cccc2nsnc12)c1ccccc1 (configuration not stated)	1	·	·	-9	-1	-1	-1
CC1CCCCC12NC(=O)N(CC(=O)c1ccc3c(c1)OCO3)C2=O (configuration not stated)	-3	7	-17	·	·	1	·
Cc1ccc(NC(=O)CC2C(=O)NCCN2C(=S)Nc2ccccc2)c(C)c1 (configuration not stated)	·	·	·	3	1	·	1
CCn1c(=O)c(C(=O)Nn2c(C)nc3ccccc3c2=O)c(O)c2ccccc21	·	-7	2	2	8	·	3
O=C(NCc1ccccc1)c1ccc(CN(c2ccccn2)S(=O)(=O)c2ccccc2)cc1	·	3	7	34	5	·	3
COc1ccc(C(=O)N2CCOC2CNC(=O)C(=O)NCCc2ccc(OC)c(OC)c2)cc1 (configuration not stated)	-1	-3	5	-4	-4	1	3
COc1ccc(CCN2CC(C(=O)N(C)CC(=O)Nc3ccc(F)c(F)c3F)CC2=O)cc1OC (configuration not stated)	-2	-6	0	·	·	10	-1
COCC(=O)Nc1ccc2c(c1)[C@@H]1C[C@@H](CC(=O)NC3CCCC3)O[C@H](CO)[C@@H]1O2	-1	2	6	2[16.7 µM]	-1	-2	4
C[C@@H]1CN([C@H](C)CO)C(=O)c2cccc(NC(=O)C3CCCCC3)c2O[C@H]1CN(C)C(=O)Nc1ccc(F)cc1	-5	0	26	-7[16.7 µM]	-12	3	15
O=C(C[C@@H]1C[C@H]2c3cc(NC(=O)c4ccc5c(c4)OCO5)ccc3O[C@H]2[C@H](CO)O1)NCc1cccc(F)c1	2	20	3	-4[16.7 µM]	1	-5	-17
Cc1ccc(S(=O)(=O)Nc2ccc3c(c2)CC(=O)N([C@@H](C)CO)C[C@@H](C)[C@H](CN(C)Cc2ccccc2)O3)cc1	1	4	14	0[16.7 µM]	2	1	2
C[C@H]1CN([C@@H](C)CO)C(=O)Cc2cc(NC(=O)Nc3ccc4c(c3)OCO4)ccc2O[C@@H]1CN(C)Cc1ccc(-c2ccccc2)cc1	0	4	76*	-13[16.7 µM]	-3	-4	-1

Further results follow.
SMILES	SIRT5 inh	esBAF inh	C2C12 statin	miR-122 sensor	ARNT-TACC3 inh	ERp5 inh	Cneo AK release
COc1ccc2c(c1)C(SCC(=O)NCc1ccccc1)CC(C)(C)O2 (configuration not stated)	-6	-14	-2	5	·	2	-4
Cn1cccc1-c1nc2ccccc2[nH]1	-6	·	·	·	6	0	·
N#C/C(=C\c1ccc[nH]1)S(=O)(=O)c1ccccc1	4	-7	-12	11	12	0	-1
C[C@@H]1CN([C@H](C)CO)C(=O)c2cc(NC(=O)Nc3ccccc3)ccc2O[C@@H](C)CCCCO[C@@H]1CN(C)S(=O)(=O)c1cn(C)cn1	-3	1	·	7[16.7 µM]	4	1	3
CC(C)CN(CCCNC(=O)CN1C(=O)COc2ccc(S(=O)(=O)N3CCC(C)CC3)cc21)CC(C)C	-7	3	14	3	-1	-6	0
Cc1ccc(S(=O)(=O)N2CCN(C(=O)CN3CCOCC3)C2)cc1	·	-5	·	-3	-3	·	1
